# IMPase inh = cell-permeable inhibitors of inositol monophosphatase (IMPase); P97697; CHO-M1 cells, IP1 accumulation, HTRF TR-FRET ratio; inhibition (IP1 accumulation), % at 46.1 µM; 120,000 tested, under 10 active; AID 901; active = well fitted curve in the direction sought with a large enough effect in the signal ratio, not every such curve was filed as active; inconclusive = small, poorly fitted or top-dose-only effect, or a change in a side signal; inactive = no such curve, though single readings can be large or run the other way; the % refers to the signal ratio;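 note: cells stimulated with carbachol in lithium chloride buffer; plate controls were DMSO basal wells for no effect and reference inhibitor wells for full effect; higher means more IMPase inhibition seen as more IP1 and lower FRET ratio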
# Target sequence (P97697 whole entry, looked up): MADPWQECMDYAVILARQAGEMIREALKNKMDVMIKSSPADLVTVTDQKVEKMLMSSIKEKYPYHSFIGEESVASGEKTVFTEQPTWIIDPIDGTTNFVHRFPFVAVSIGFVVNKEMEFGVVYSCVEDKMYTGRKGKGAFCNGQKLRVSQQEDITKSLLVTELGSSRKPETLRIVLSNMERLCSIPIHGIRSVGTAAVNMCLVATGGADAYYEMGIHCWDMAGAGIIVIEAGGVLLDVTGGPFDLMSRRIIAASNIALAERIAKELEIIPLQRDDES
#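 CHO-M1 cells (CHO stably expressing M1 receptor), compound up to 46 uM final, stimulated with carbachol (50 uM as added) in buffer with 50mM LiCl, pH 7.4, 30 min at 37C. Cytosolic IP1 read by TR-FRET; AC50 from Hill fits.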
# 15-hLO-2 inh = 15-hLO-2 (ALOX15B) enzyme inhibition; O15296; purified 15hLO-2, xylenol orange hydroperoxide absorbance; Potency, µM (titrated, usually from 57.1 µM), inactives show top-dose activity change, negative = inhibition, hits mostly inhibitors; 0.56% of 110,000 active; AID 881; note: potency is the fitted concentration of half-maximal effect; nearly all actives have a fitted effect of over 60% in size; many of its hits are not listed in these tables
#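 Screening format was qHTS against 50 nM purified 15hLO-2 in Hepes pH 7.5 with detergent. Activity follows hydroperoxide formation from 45 uM arachidonic acid, measured as 573:405 nm absorbance ratio of the ferric-xylenol orange complex.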
# PNC assembly inh = inhibitors of perinucleolar compartment assembly. PC3M PTB-GFP, PNC prevalence imaging, 16 h; active compounds read low. activity change (PNC), negative = inhibition, % at 10 µM. 3.1% of 140,000 active. AID 2417;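 active = readout at or below -70, meaning at least 70% loss of cells showing the perinucleolar compartment, a nuclear body marking cancer cells; inconclusive = readout between -30 and a set limit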;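 note: plate controls were DMSO wells for no effect and camptothecin positive control wells for full effect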
#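 Compounds are pinned in duplicate onto adhered PC3M cells stably expressing GFP-tagged PTB and incubated 16 h at 37 C. Cells are then fixed, nuclei stained with Hoechst, and PNC-positive cells counted.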
# 12-hLO inh = 12-hLO (ALOX12) enzyme inhibition. P18054. 0.12% of 150,000 active. purified 12-hLO, xylenol orange hydroperoxide absorbance. Potency, µM (series often up to 57.1 µM), without a hit: at the top dose activity change, negative = inhibition, hits mostly inhibitors. AID 1452; note: potency is the fitted concentration of half-maximal effect; nearly all actives have a fitted effect of over 55% in size; many of its hits are not listed in these tables
# Target sequence (P18054 whole entry, looked up): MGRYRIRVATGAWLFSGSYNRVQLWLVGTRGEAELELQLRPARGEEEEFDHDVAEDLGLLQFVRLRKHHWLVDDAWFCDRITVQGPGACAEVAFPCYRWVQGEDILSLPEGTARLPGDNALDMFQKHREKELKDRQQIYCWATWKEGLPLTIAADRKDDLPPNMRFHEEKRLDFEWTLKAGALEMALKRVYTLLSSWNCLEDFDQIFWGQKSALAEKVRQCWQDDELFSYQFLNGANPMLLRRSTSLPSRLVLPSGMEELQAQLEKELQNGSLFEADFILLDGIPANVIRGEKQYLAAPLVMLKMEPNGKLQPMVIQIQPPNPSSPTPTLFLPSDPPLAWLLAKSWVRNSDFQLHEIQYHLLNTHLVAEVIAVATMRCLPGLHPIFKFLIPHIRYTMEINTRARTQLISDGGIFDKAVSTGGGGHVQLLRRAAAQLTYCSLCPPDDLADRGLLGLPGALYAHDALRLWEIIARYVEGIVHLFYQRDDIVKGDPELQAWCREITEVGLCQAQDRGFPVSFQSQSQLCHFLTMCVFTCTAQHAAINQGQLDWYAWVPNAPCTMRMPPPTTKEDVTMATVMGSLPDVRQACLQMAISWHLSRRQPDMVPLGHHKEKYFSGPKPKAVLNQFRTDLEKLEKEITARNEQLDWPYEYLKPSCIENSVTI
#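 150 nM 12hLO, 25 mM Hepes pH 7.0 + 0.01% Triton X-100; cpd preinc 15 min RT; 40 uM arachidonic acid, 30 min RT; Fe-XO 30 min; A573/A405 ratio as read-out.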
# Starred values were filed as active, the others as inactive; ? = inconclusive; . = not tested or not shown; & = joins results of further samples; [ ] = another dose, or the depositor's remark. Unless noted, calls come from the whole dose curve; as a rule, active = well fitted curve in the direction sought with a large enough effect; inconclusive = small, poorly fitted or top-dose-only effect, or another doubt; inactive = no such curve, though single readings can be large; an effect the other way counts as inactive or inconclusive. Unless noted, % is set by controls: 0 for no effect and ±100 for the full control effect.
SMILES,IMPase inh,15-hLO-2 inh,PNC assembly inh,12-hLO inh
CCOC(=O)/C(C#N)=C\c1cc(C)n(-c2ccccc2)c1C,7,-30%,?,-14%
C=CCN(C(=O)CNC(=O)c1ccco1)C(C(=O)NC1CCCCC1)c1ccc(OC)cc1 (configuration not stated),-3,.,-18,-3%
Cc1ccc(C2C3=C(CCCC3=O)N=C3c4ccccc4C(=O)C32)cc1 (configuration not stated),.,.,-19,-5%
CC1=C(\C=C/C(C)=C/C=C\C(C)=C\C(=O)O)C(C)(C)CCC1,4,-1%,.,-11%
COCCNc1nc(SCC(=O)N2CCN(c3ccccc3)CC2)nc2ccccc12,5,.,-10,5%
CCOC(=O)c1c(NC(=O)COc2cccc3c2CCN(C)C3=O)sc2c1CCC2,.,.,?,-5%
CC(C)(C)CC(=O)Nc1ccc(C(N)=O)cc1,0,.,74,4%
O=C(NCCCO)Nc1ccc2nc(-c3ccco3)c(-c3ccco3)nc2c1,-2,-17%,?,-20%
Cc1noc(C)c1COC(=O)c1cccc(S(=O)(=O)N2CCCCCC2)c1,12,0%,?,-5%
Cc1cn([C@H]2C[C@H](N=[N+]=[N-])[C@@H](CO)O2)c(=O)[nH]c1=O,.,-2%,32,0%&-2%
Cc1onc(-c2ccccc2)c1C(=O)N1CCN(S(=O)(=O)c2ccc3c(c2)OCCO3)CC1,4,9%,?,-7%
CCCSc1nc(C)c(CC(=O)O)c(=O)[nH]1,4,-2%,-29,-2%
CC(C)Cn1ccc(=O)n(CC(C)C)c1=O,2,.,10,3%
CCNc1nc(Oc2ccc(=O)[nH]n2)nc(SC)n1,3,-6%,15,2%
CC(=O)c1cc2c(cc1NC(=O)Nc1cccc(Cl)c1)OCCO2,3,9%[2.29 µM],?,1%

# Reprinted from the part before: 6 compounds, then new ones.
SMILES,IMPase inh,15-hLO-2 inh,PNC assembly inh,12-hLO inh
Cc1cn([C@H]2C[C@H](N=[N+]=[N-])[C@@H](CO)O2)c(=O)[nH]c1=O,.,-2%,32,0%&-2%
Cc1onc(-c2ccccc2)c1C(=O)N1CCN(S(=O)(=O)c2ccc3c(c2)OCCO3)CC1,4,9%,?,-7%
CCCSc1nc(C)c(CC(=O)O)c(=O)[nH]1,4,-2%,-29,-2%
CC(C)Cn1ccc(=O)n(CC(C)C)c1=O,2,.,10,3%
CCNc1nc(Oc2ccc(=O)[nH]n2)nc(SC)n1,3,-6%,15,2%
CC(=O)c1cc2c(cc1NC(=O)Nc1cccc(Cl)c1)OCCO2,3,9%[2.29 µM],?,1%
N#Cc1cccc(-c2cc(NCc3cccs3)ncn2)c1,.,8%,.,-14%
COc1ccc(OC)c(NC(=O)CSc2ncccc2C(=O)O)c1,0,12%[2.29 µM],?,-1%
CCOC(=O)c1sc(-c2ccc(OC)cc2)cc1NC(C)=O,.,.,55,3%
c1ccc2sc(N3CCN(Cc4nnnn4CC4CCCO4)CC3)nc2c1 (configuration not stated),6,-16%,51,-3%
O=[N+]([O-])c1ccc(CSc2nc3ccccc3o2)cc1,3,-21%,14,-9%
CCN1CNC(=S)N(CCc2ccccc2)C1,-3,.,?,0%
CC(C)(C)c1cc(CN2CCCC(O)C2)c(O)c(C(C)(C)C)c1 (configuration not stated),7,1%,-9,-4%
CC(=O)Nc1cc(CN2CCCCC2)c(O)c2ncccc12,.,18%[11.4 µM],.,-9%[11.4 µM]
O=C(NC1CCc2ccccc21)C12CN(Cc3ccccc3)CC1C(c1cccc([N+](=O)[O-])c1)=NO2 (configuration not stated),21,4%,19,2%
COc1ccc(C)cc1NC(=O)c1ccccc1NS(=O)(=O)c1cccc2cccnc12,-4,.,-1,0%
O=C(c1ccccc1)N(Cc1cccs1)C1CCS(=O)(=O)C1 (configuration not stated),-8,8%,22,0%
CC(C)COC(=O)N(C)c1ccc(C(O)(C(F)(F)F)C(F)(F)F)cc1,5,-4%,23,-8%
CC1CN(C(=O)C2CC2)C(C)CN1C(=O)C1CC1 (configuration not stated),.,.,?,-1%
CNC(=O)Oc1ccc2c(c1)[C@@]1(C)CCN(C)C1N2C (some centres not stated),.,2%&10%&-1%,.,-8%&-2%&1%
CCCNC(=O)c1cc(OC)c(OC)cc1[N+](=O)[O-],13,-1%,0,-2%

# Laid out differently: five of the compounds above.
molecule	IMPase inh	15-hLO-2 inh	PNC assembly inh	12-hLO inh
CCN1CNC(=S)N(CCc2ccccc2)C1	-3	.	?	0%
CC(C)(C)c1cc(CN2CCCC(O)C2)c(O)c(C(C)(C)C)c1 (configuration not stated)	7	1%	-9	-4%
CC(=O)Nc1cc(CN2CCCCC2)c(O)c2ncccc12	.	18%[11.4 µM]	.	-9%[11.4 µM]
O=C(NC1CCc2ccccc21)C12CN(Cc3ccccc3)CC1C(c1cccc([N+](=O)[O-])c1)=NO2 (configuration not stated)	21	4%	19	2%
COc1ccc(C)cc1NC(=O)c1ccccc1NS(=O)(=O)c1cccc2cccnc12	-4	.	-1	0%

# (listing goes on)
SMILES,IMPase inh,15-hLO-2 inh,PNC assembly inh,12-hLO inh
CCOC(=O)CNC(=O)c1sc(NC(=O)c2ccccc2F)nc1C,5,-1%,-8,-1%
c1ccc(CSc2nnc(SCc3ccccn3)s2)nc1,9,-9%,-20,-4%
CC1C(=O)C(C)C(c2cccs2)NC1c1cccs1 (configuration not stated),-3,-6%,?,0%
CC(=O)Oc1cccc(C)c1,.,-3%[0.0915 µM],.,0%[0.00818 µM]
O=C(N1CCN(c2ccc(F)cc2)CC1)C1(c2cccs2)CCOCC1,2,.,2,-1%
CCOC(=O)CNC(=O)c1ccccc1Br,-8,-7%,27,6%
Cc1ccc2c(c1)C1NC(=S)NC(C)(O2)C1C(=O)Nc1ccc(Cl)cc1 (configuration not stated),5,.,?,-30%
CCCCCCn1c(N2CCC(C(N)=O)CC2)nc2c1c(=O)[nH]c(=O)n2C,-3,3%,?,-2%
COc1cc(/C=N/NC(=O)[C@H](Cc2c[nH]c3ccccc23)NC(=O)OCC(C)C)cc([N+](=O)[O-])c1O,14,.,-7,-9%
CCOC(=O)c1ccc(-n2c(C)nc3c(cnn3-c3ccc(Cl)cc3)c2=O)cc1,5,7%,-3,2%
O=C(COC(=O)CCc1ccc(S(=O)(=O)N2CCCCC2)cc1)Nc1ccc2c(c1)OCO2,1,-5%,-19,-2%
CN1C(=O)N(C)C2(c3ccccc3)N(C(C)(C)C)C(=O)NC12c1ccccc1 (configuration not stated),.,.,10,3%
CN(Cc1ccccc1)C(=O)c1oc(=O)c2ccccc2c1-c1ccccc1,.,.,82,2%
O=[N+]([O-])c1ccc2nc(-c3ccccc3)cc(-c3ccccc3)c2c1,.,.,38,-2%
Cc1ccc(C(=O)Nc2cccc(C(=O)N3CCN(C)CC3)c2)cc1,-7,4%,42,-3%
Cc1cc(C(=O)N[C@@H](c2ccccc2)[C@]2(C)C[C@H]2[C@@H](C)C(=O)Nc2ccc3ccccc3c2)no1,.,1%,47,0%&-5%
O=C(CNC(=O)c1ccc(S(=O)(=O)N2CCCC2)cc1)N/N=C/c1c(Cl)cccc1Cl,.,.,-13,-3%
Cc1ccc(N2C(=O)N(CC(=O)c3cc(C)ccc3C)C(=O)C2C)cc1 (configuration not stated),5,.,?,-6%
C=CCNC(=O)c1c2c(nc3ccccc13)-c1ccccc1CC2,11,11%,?,-7%
COc1ccc(OC)c(NC(=O)Cn2cc(C(=O)c3ccco3)c3ccccc32)c1,?,-12%,?,-7%
Cc1ccccc1N=C/C=C1\N(C)c2ccccc2C1(C)C,-1,-10%,6,-4%
O=C(O)CCc1ccc(-c2ccc(Cl)cc2)n1Cc1ccco1,-6,-24%,42,-21%
COC1=CC(=O)C[C@@H](C)[C@]12Oc1c(Cl)c(OC)cc(OC)c1C2=O,.,-7%,.,4%
CC(=O)NC(CCS(C)(=O)=O)C(=O)Nc1ccc2c(c1)OCCO2 (configuration not stated),5,.,-11,3%
O=C(COc1ccccc1)NC1CCCCC1,.,.,?,2%
COc1nc2c(s1)C(=O)NCCC2,-4,-1%,36,-1%
Cc1c(NC(=O)COc2ncnc3ccccc23)c(=O)n(-c2ccccc2)n1C,-14,0%,-1,-2%
CCOC(=O)Cn1nnnc1CN(CCc1ccccc1)Cc1cc2cc(CC)ccc2[nH]c1=O,2,5%,19,-11%
C[C@@H]1NC(=O)[C@H](CCCN=C(N)N)NC(=O)c2cc([N+](=O)[O-])cc(I)c2OCC[C@@H](C(N)=O)NC1=O,.,.,-11,0%
Cc1cc(N2C(=O)CC(N3CCN(c4ccc(C(=O)c5cccs5)cc4)CC3)C2=O)no1 (configuration not stated),-4[1.84 µM],4%[11.4 µM],?,0%
CN(CC(CC(=O)O)c1ccccc1)S(=O)(=O)c1ccc(Br)cc1 (configuration not stated),4,0%,?,4%
CCC(=O)Nc1ccc(Oc2ccc3c(c2)C(=O)N(c2ccc(O)cc2)C3=O)cc1,2,-10%,-18,0%
COC(=O)CC1C2(C)CC34OC5(C)O[C@@]6(C7/C(=C(/OC)C(C)C)C(=O)OC(c8ccoc8)[C@@]7(C)C(OC(=O)C(C)C)C(OC)[C@]6(O5)[C@@]13C)C(OC)[C@]4(OC)C2OC(C)=O (some centres not stated),.,-17%,.,-5%
O=C(Nc1nncs1)C1(c2ccccc2)CCCC1,14,-6%,?,-1%
CCN1C(=O)/C(=C\N2CCN(c3cccc(Cl)c3)CC2)SC1=S,6,-27%,-4,-8%
O=c1[nH]c2cc3c(cc2cc1C(c1nnnn1Cc1ccccc1)N1CCCCCC1)OCCO3 (configuration not stated),-1,-6%,2,-4%
Cc1ccc(Cl)cc1N1CCN(C(=O)c2cc3c(=O)[nH]c4ccccc4c3n2C)CC1,.,.,?,-2%
Nc1nc(Cl)cc(Sc2ccc(F)cc2)n1,-3[1.84 µM],9%[11.4 µM],?,0%
O=C(Nc1ccccc1Oc1ccccc1)c1ccc(Br)o1,19,-4%,-16,-2%
COc1cc(NC(=O)c2cccs2)c(C(=O)OCC(=O)NC(=O)NCc2ccccc2)cc1OC,8,-28%,?,-3%
[O-][n+]1onc2c1CCc1c-2nc(-c2ccccc2)n1OCc1ccccc1,5,5%,-20,-8%
[O-][N+]1=C(c2cccs2)CN(O)C1,17,-6%,?,9%
Cc1ccnn1CC(=O)N/N=C/c1ccc2c(c1)OCO2,.,.,-27,-4%
COc1cccc(CC(NC(C)=O)C(=O)NC2CCN(S(=O)(=O)c3cccc4ccccc34)CC2)c1 (configuration not stated),9,1%,?,-3%
CCc1cccc(CC)c1NC(=S)NCCc1c(C)[nH]c2ccc(C)cc12,.,.,27,?
C=CCn1c(CC(=O)Nc2cccc(OC)c2)nnc1SCC(=O)NC1CCCCC1,6,4%,-25,2%
O=CN1CCN(C(=O)CN2C(=O)c3ccccc3C2=O)CC1,-5,2%,15,-2%
O=C(COc1ccc(-c2ccccc2)cc1)N1CCN(C(=O)c2cccnc2)CC1,-2,5%,44,-10%
COc1ccc2cc(CN(CCO)C(=O)c3ccccc3F)c(=O)[nH]c2c1,-2,4%[2.29 µM],-5,-2%
CCOC(=O)Cn1nnc(-c2ccc(S(C)(=O)=O)cc2)n1,3,-2%,-5,-4%
CCOC(=O)c1cccc(NC(=O)CCn2cccc2)c1,2,4%,-20,-4%
O=c1oc(-c2ccco2)nc2ccccc12,-4,5%,13,0%
Cc1cc(-c2nnc(SCC(=O)N3C(C)CCCC3C)o2)no1 (configuration not stated),6,-6%,?,-2%
Cc1ccccc1C(=O)NC1CCN(C(=O)N2CCOCC2)CC1,14,.,-6,7%

# Screens: PubChem, National Center for Advancing Translational Sciences (NCATS)

# These rows are one share of the data; the hit share may differ from the screen's.
